DAGLB_inhibitor – DAGLB lipase inhibitors, primary screen, biochemical, fluorescence, HTS. HEK293T DAGLB membrane lysate, EnzChek fluorogenic substrate. inhibition, % at 5.17 µM. 0.059% of 340,000 active. AID 504411, 2011; in the data active = inhibition above about 34%;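 note: 0% = enzyme with vehicle and 100% = wells lacking enzyme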
PKA-R2B_activ – activators of PKA-R2B holoenzyme, primary screen, biochemical, fluorescence polarization, Cy5-IP20, human; 0.079% of 340,000 active; PKA-R2B holoenzyme dissociation; R2B truncated from residue 108, S112A mutant; 0% DMSO only, 100% 113 µM cGMP; activation, % at 11.4 µM; AID 504700, 2011;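 active = activation above a cutoff set at the mean over all compounds plus 3 SD, cut at about 18% in these data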;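 note: higher means more holoenzyme dissociation and a rise in polarization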
The depositor's hits bear a star. These rows are one share of the data; the hit share may differ from the screen's.

SMILES DAGLB_inhibitor PKA-R2B_activ
COc1ccccc1N1CCN(CCCNc2cc(=O)n(C)c(=O)n2C)CC1 0.3 -7.7
